# Screening data deposited in PubChem BioAssay by Broad Institute.
# STK33 kin inh – STK33 kinase inhibitors, primary screen, biochemical, luminescence, ADP-Glo, MBP substrate | inhibition, % at 12.5 µM | 0.44% of 27,000 active | AID 2322, 2010; in the data active means inhibition above about 20%
# Target sequence (Q9BYT3 whole entry, looked up): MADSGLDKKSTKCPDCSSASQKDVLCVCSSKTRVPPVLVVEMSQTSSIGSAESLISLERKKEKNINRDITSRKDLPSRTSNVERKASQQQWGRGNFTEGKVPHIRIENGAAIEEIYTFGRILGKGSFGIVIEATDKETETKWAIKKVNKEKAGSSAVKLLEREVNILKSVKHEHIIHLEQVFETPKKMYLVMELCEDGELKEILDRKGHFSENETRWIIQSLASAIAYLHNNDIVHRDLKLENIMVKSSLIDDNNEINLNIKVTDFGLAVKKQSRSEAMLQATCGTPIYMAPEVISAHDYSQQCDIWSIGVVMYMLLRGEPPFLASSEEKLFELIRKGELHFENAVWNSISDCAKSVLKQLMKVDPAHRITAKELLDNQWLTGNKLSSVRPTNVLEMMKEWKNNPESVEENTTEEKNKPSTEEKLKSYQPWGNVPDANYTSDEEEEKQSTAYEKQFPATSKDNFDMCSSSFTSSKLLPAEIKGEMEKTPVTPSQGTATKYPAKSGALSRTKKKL
# mut p53 react – mutant p53 pathway re-activators, primary screen, cell-based, SW480, luciferase, single point, HTS | SW480 PUMA-promoter luciferase, p53 mutant reactivation | activation, % at 9.98 µM | 1.5% of 28,000 active; in the data active means activation above about 52%
# Starred values were filed as active, the others as inactive; / = not tested or not shown.
SMILES,STK33 kin inh,mut p53 react
C[C@@H]1CN([C@H](C)CO)C(=O)c2cc(NC(=O)Cn3cnnn3)ccc2O[C@H]1CN(C)S(=O)(=O)c1cn(C)cn1,3.9,/
O=C1O[C@@H](c2ccccc2)[C@@H](c2ccccc2)N2[C@@H](c3ccccc3OCCO)[C@]3(C(=O)Nc4ccccc43)[C@@H](C(=O)N3CCCCCCC3)[C@H]12,15.7,/
CNC[C@H]1Oc2c(NS(=O)(=O)c3ccc(OC)cc3)cccc2C(=O)N([C@@H](C)CO)C[C@@H]1C,/,5.5
COc1ccc(NC(=O)N(C)C[C@@H]2Oc3ccc(NC(=O)CCN4CCOCC4)cc3CC(=O)N([C@@H](C)CO)C[C@@H]2C)cc1,-0.9,/
C[C@@H]1CCCCO[C@H](CN(C)C(=O)Nc2ccc3c(c2)OCO3)[C@@H](C)CN([C@H](C)CO)C(=O)c2cc(NC(=O)c3ccccc3)ccc2O1,1.8,/
CCO/C([O-])=N\c1c[n+](N2CCOCC2)no1,-0.4,1.0
C[C@H]1CN([C@@H](C)CO)C(=O)c2cc(NC(=O)Cc3cn(C)c4ccccc34)ccc2O[C@H]1CN(C)CC1CC1,3.1,-2.1
C[C@@H]1CN([C@H](C)CO)C(=O)Cc2cc(NS(=O)(=O)c3ccccc3)ccc2O[C@@H]1CN(C)Cc1ccc(Cl)c(Cl)c1,3.6,/
C[C@H]1CN([C@@H](C)CO)C(=O)Cc2cc(NC(=O)Nc3ccc4c(c3)OCO4)ccc2O[C@@H]1CN(C)S(=O)(=O)c1ccc(Cl)cc1,0.1,/
C[C@@H]1CCCCO[C@H](CN(C)C(=O)Nc2ccccc2)[C@@H](C)CN([C@H](C)CO)C(=O)c2cc(NC(=O)Nc3ccccc3)ccc2O1,1.3,-6.6
C[C@@H]1CN([C@@H](C)CO)C(=O)Cc2cc(NC(=O)Nc3ccc(F)cc3)ccc2O[C@@H]1CN(C)Cc1ccc(Cl)c(Cl)c1,0.8,/
Cc1cccc(OCC(=O)Nc2ccc(C(=O)Nc3ccccc3C(=O)O)cc2)c1,12.5,4.5

# The list goes on; it opens with the 4 that closed the last part.
SMILES,STK33 kin inh,mut p53 react
C[C@H]1CN([C@@H](C)CO)C(=O)Cc2cc(NC(=O)Nc3ccc4c(c3)OCO4)ccc2O[C@@H]1CN(C)S(=O)(=O)c1ccc(Cl)cc1,0.1,/
C[C@@H]1CCCCO[C@H](CN(C)C(=O)Nc2ccccc2)[C@@H](C)CN([C@H](C)CO)C(=O)c2cc(NC(=O)Nc3ccccc3)ccc2O1,1.3,-6.6
C[C@@H]1CN([C@@H](C)CO)C(=O)Cc2cc(NC(=O)Nc3ccc(F)cc3)ccc2O[C@@H]1CN(C)Cc1ccc(Cl)c(Cl)c1,0.8,/
Cc1cccc(OCC(=O)Nc2ccc(C(=O)Nc3ccccc3C(=O)O)cc2)c1,12.5,4.5
Oc1ccc(Br)cc1CNc1nc2ccccc2[nH]1,1.2,18.5
C(=C\c1nn2c(Cn3cnc4ccccc43)nnc2s1)/c1ccccc1,-5.2,-3.1
CCc1cc2c(SCC(N)=O)ncnc2s1,0.3,-15.1
Cc1cc(Cl)ccc1NC(=O)COc1ccc(C(=O)Nc2ccc(F)cc2)cc1,3.4,-8.7
C[C@@H]1CN([C@@H](C)CO)C(=O)c2cc(-c3cccc(C#N)c3)cnc2O[C@H]1CN(C)Cc1cncnc1,/,5.0
COc1ccc(NC(=O)Nc2ccc3c(c2)CC(=O)N([C@@H](C)CO)C[C@H](C)[C@@H](CN(C)C(=O)Nc2ccccc2)O3)cc1,4.5,/
COc1cccc(-c2cnc3c(c2)C(=O)N([C@H](C)CO)C[C@@H](C)[C@@H](CN(C)Cc2cccnc2)O3)c1,/,0.9
C[C@@H]1CCCCO[C@H](CN(C)CC2CCCCC2)[C@@H](C)CN([C@H](C)CO)C(=O)c2cc(NC(=O)c3ccncc3)ccc2O1,-0.9,/
COc1ccc(S(=O)(=O)N(C)C[C@@H]2Oc3ccc(NC(=O)Cn4cnnn4)cc3C(=O)N([C@H](C)CO)C[C@@H]2C)cc1,/,5.0
Cc1ccc(NC(=O)CSc2nnc(C)n2-c2ccc(F)cc2)cc1Cl,-1.8,2.5
O=c1[nH]c(=O)n(C2C[C@H](O)[C@@H](CO)O2)cc1C(F)(F)F (stereo partly drawn),-1.4,/
CNC[C@H]1OCc2cnnn2CCCC(=O)N([C@@H](C)CO)C[C@@H]1C,-3.4,9.0
C[C@H](CO)N1C[C@H](C)[C@@H](CN(C)S(=O)(=O)c2ccccc2)OCc2cnnn2CCCC1=O,-3.0,/
O=C(CSc1nnc(-c2ccc(Cl)cc2)o1)Nc1cc(C(F)(F)F)ccc1Cl,3.0,6.6
Cc1nc(S(=O)(=O)N2CCN(Cc3ccc(OCCO)cc3)CC2)cn1C,-2.6,/
O=C(Cn1cnc2ccccc2c1=O)Nc1ccc(F)cc1F,-2.5,-6.4
CNC[C@@H]1OCCCC[C@H](C)Oc2ccc(N(C)C)cc2C(=O)N([C@H](C)CO)C[C@H]1C,/,8.3
COc1ccccc1C(=O)N(Cc1nc(-c2cccc(C)c2)no1)C(C)C,10.3,-10.9
COc1ccc(S(=O)(=O)Nc2cccc3c2O[C@@H](CN(C)S(=O)(=O)c2ccc(F)cc2)[C@H](C)CN([C@H](C)CO)C3=O)cc1,/,-2.2
O=c1c2ccccc2nc(-c2ccco2)n1CCN1CCOCC1,1.1,4.3
CCCNC(=O)[C@@]1(C)c2ccccc2C(=O)N(Cc2ccccc2)[C@H]1c1ccc(CO)cc1,-3.6,/
COc1ccc(S(=O)(=O)N(C)CC(=O)Nc2ccc(F)c(Cl)c2)cc1C,-2.5,-5.7
COC(=O)c1c(NC(=O)C(C)Oc2ccc(F)cc2)sc(C(C)=O)c1C (stereo not drawn),2.0,-7.2
CCC(C)c1c(O)nc(SCC(=O)Nc2ccc(Cl)cc2)[nH]c1=O (stereo not drawn),-5.5,-9.9
O=C(NCc1cccnc1)C(=O)Nc1cccc(Cl)c1Cl,-3.5,46.7
Cc1noc(C)c1S(=O)(=O)Nc1ccc2c(c1)C(=O)N([C@@H](C)CO)C[C@H](C)[C@H](CN(C)C(=O)NC(C)C)OCCCC[C@H](C)O2,/,-5.4
C[C@@H]1CN([C@@H](C)CO)C(=O)c2cc(NC(=O)Nc3ccccc3)ccc2O[C@@H]1CN(C)S(=O)(=O)c1cccs1,-5.8,/
C[C@@H]1CN([C@H](C)CO)C(=O)Cc2cc(NC(=O)c3ccncc3)ccc2O[C@@H]1CN(C)Cc1ccccc1,1.1,/
CC(=O)Nc1ccc(S(=O)(=O)NC2(C(F)(F)F)C(=O)N(C3CCCCC3)C(C)=C2C(C)=O)cc1 (stereo not drawn),2.1,-6.0
Clc1ccc(Cn2ncc3c(NCc4cccnc4)ncnc32)cc1,2.8,-23.6
C[C@@H]1CN([C@H](C)CO)C(=O)c2cc(NC(=O)NC3CCCCC3)ccc2O[C@H]1CN(C)C(=O)Nc1ccc2c(c1)OCO2,/,11.1
O=C1[C@H](CCC(O)c2ccc(F)cc2)[C@@H](c2ccc(O)cc2)N1c1ccc(F)cc1 (stereo partly drawn),2.2,/
Cc1ccc(S(=O)(=O)N(C)C[C@@H]2Oc3ccc(NC(=O)Cn4cnnn4)cc3CC(=O)N([C@H](C)CO)C[C@@H]2C)cc1,3.5,/
C[C@@H]1CN([C@H](C)CO)C(=O)Cc2cc(NC(=O)Nc3ccc(F)cc3)ccc2O[C@H]1CN(C)Cc1ccc(Oc2ccccc2)cc1,0.8,/
CC(C)(O)C(O)COc1c2ccoc2cc2oc(=O)ccc12 (stereo not drawn),2.7,5.0
C[C@H]1CN([C@@H](C)CO)C(=O)c2cc(N(C)C)ccc2O[C@H]1CN(C)Cc1ccc(C(F)(F)F)cc1,0.8,/
COc1ccccc1CC(=O)Nc1cc(Cl)ccc1C(=O)O,-0.6,-7.3
Cc1ccc(C(C)C)c(O)c1C(=O)O,7.4,1.7
C[C@@H]1CN([C@H](C)CO)S(=O)(=O)c2ccc(C#C[C@@H](C)O)cc2O[C@H]1CN(C)CC1CCOCC1,/,-6.3
COc1ccc([Si](C)(C)[C@@H]2[C@@H](CCn3cc([C@H](O)c4ccccc4)nn3)O[C@]3(C(=O)N(Cc4cccc(N5CCOC5=O)c4)c4ccccc43)[C@H]2C)cc1,4.4,/
O=C(CSc1nc2sc3c(c2c(=O)n1Cc1ccco1)CCC3)N1CCc2ccccc21,4.2,10.9
COc1ccc(OCC(=O)Nc2ccc(-c3nc4ccccc4s3)c(Cl)c2)cc1,1.3,-10.1
C[C@H](CO)N1C[C@H](C)[C@@H](CN(C)C(=O)NC2CCCCC2)Oc2c(NC(=O)Nc3ccccc3)cccc2C1=O,/,-1.1
Clc1ccc(-n2c(SCc3nc4ccccc4s3)nnc2-c2cccs2)cc1,0.6,-1.9
C[C@@H]1CN([C@@H](C)CO)C(=O)c2cc(NC(=O)CCCN(C)C)ccc2O[C@@H](C)CCCCO[C@H]1CN(C)S(=O)(=O)c1ccccc1,/,6.5
COc1cc(Br)cc2cc(C(=O)NCCCN3CCOCC3)c(=O)oc12,-1.0,24.3
C[C@@H]1CCCCO[C@H](CN(C)C)[C@@H](C)CN([C@H](C)CO)C(=O)c2cc(NC(=O)Nc3ccc(C(F)(F)F)cc3)ccc2O1,0.8,5.1
Cc1ccc(Cn2c(NCc3nc4ccccc4n3C)nc3ccccc32)cc1,-1.7,2.0

# Sorted by molecular weight (smallest number first): 4 of the compounds above
SMILES,STK33 kin inh,mut p53 react
Cc1ccc(C(C)C)c(O)c1C(=O)O,7.4,1.7
COc1ccccc1CC(=O)Nc1cc(Cl)ccc1C(=O)O,-0.6,-7.3
COc1cc(Br)cc2cc(C(=O)NCCCN3CCOCC3)c(=O)oc12,-1.0,24.3
C[C@@H]1CN([C@@H](C)CO)C(=O)c2cc(NC(=O)CCCN(C)C)ccc2O[C@@H](C)CCCCO[C@H]1CN(C)S(=O)(=O)c1ccccc1,/,6.5

# Next section.
SMILES,STK33 kin inh,mut p53 react
O=C(/C=C/c1ccccc1)OCC1=CC[C@@H]2C(C(=O)O)=CO[C@@H](O[C@@H]3O[C@H](CO)[C@@H](O)[C@H](O)[C@H]3O)[C@H]12,-1.3,7.4
Cc1ccc(S(=O)(=O)NC(C(=O)O)C(C)C)cc1 (stereo not drawn),4.4,-0.1
S=C(NCC1CCCO1)Nc1cccc(Cn2cc(Cl)cn2)c1 (stereo not drawn),-2.6,-0.8
C[C@@H]1CN([C@@H](C)CO)C(=O)Cc2cc(NC(=O)NC3CCCCC3)ccc2O[C@H]1CN(C)C(=O)Nc1ccccc1,/,4.0
C[C@H](CO)N1C[C@H](C)[C@H](CN(C)C(=O)Nc2cccc3ccccc23)Oc2ccc(NC(=O)CCC(F)(F)F)cc2CC1=O,-5.3,2.2
O=C(CN1C(=O)c2ccccc2S1(=O)=O)Nc1ccccc1C(=O)N1CCCC1,-2.6,6.4
Cc1ccc(S(=O)(=O)Nc2ccc3c(c2)C(=O)N([C@H](C)CO)C[C@H](C)[C@@H](CN(C)S(=O)(=O)c2ccc(Cl)cc2)OCCCC[C@@H](C)O3)cc1,-0.6,-6.1
CC(C)NC(=O)N(C)C[C@H]1Oc2c(NC(=O)C3CCOCC3)cccc2C(=O)N([C@H](C)CO)C[C@@H]1C,/,2.7
C[C@H]1CN([C@@H](C)CO)C(=O)c2cc(NC(=O)Nc3cccc4ccccc34)ccc2O[C@@H]1CN(C)S(=O)(=O)c1ccc(F)cc1,2.1,/
C[C@H]1CN([C@@H](C)CO)C(=O)CCCn2nncc2CO[C@@H]1CN(C)S(=O)(=O)c1ccccc1,-0.6,/
C[C@H](CO)N1C[C@H](C)[C@@H](CN(C)C(=O)Nc2cccc3ccccc23)Oc2ccc(NC(=O)Cn3cnnn3)cc2CC1=O,/,4.3
C[C@@H]1CN([C@H](C)CO)C(=O)Cc2cc(NS(=O)(=O)c3cn(C)cn3)ccc2O[C@H]1CN(C)S(C)(=O)=O,4.4,/

# The final two records of the section above come first, to join the parts:
SMILES,STK33 kin inh,mut p53 react
C[C@H](CO)N1C[C@H](C)[C@@H](CN(C)C(=O)Nc2cccc3ccccc23)Oc2ccc(NC(=O)Cn3cnnn3)cc2CC1=O,/,4.3
C[C@@H]1CN([C@H](C)CO)C(=O)Cc2cc(NS(=O)(=O)c3cn(C)cn3)ccc2O[C@H]1CN(C)S(C)(=O)=O,4.4,/
COc1cccc(NC(=O)N(C)C[C@H]2OCc3cn(nn3)CCCC(=O)N([C@@H](C)CO)C[C@H]2C)c1,-1.2,/
CCOC(=O)CSc1nnc(-c2ccc(Cl)cc2)n1-c1ccccc1,3.1,4.4
Cc1ccc2ccc(S(=O)(=O)NCc3ccccn3)cc2c1,-2.0,20.1
Cc1noc(C)c1S(=O)(=O)Nc1cccc2c1O[C@H](CN(C)Cc1ccccc1)[C@H](C)CN([C@@H](C)CO)C2=O,/,5.8
CCCC#Cc1ccc2c(c1)O[C@H](CN(C)S(C)(=O)=O)[C@H](C)CN([C@@H](C)CO)S2(=O)=O,/,-2.9
C[C@@H]1CN([C@H](C)CO)C(=O)c2cc(NS(=O)(=O)c3ccc(Cl)cc3)ccc2O[C@H]1CN(C)S(=O)(=O)c1ccccc1,-0.3,/
C[C@@H]1CN([C@H](C)CO)S(=O)(=O)c2ccc(C#C[C@@H](C)O)cc2O[C@H]1CN(C)C(=O)c1ccccc1,/,11.2
C[C@@H]1CN([C@@H](C)CO)C(=O)c2cc(NC(=O)Cc3ccccc3)ccc2O[C@@H](C)CCCCO[C@@H]1CN(C)C(=O)CCCN(C)C,/,-1.5
C[C@@H]1CN([C@@H](C)CO)C(=O)CCCn2cc(nn2)CO[C@@H]1CN(C)Cc1cccc(C(F)(F)F)c1,2.3,/
C[C@H]1CN([C@@H](C)CO)C(=O)c2cc(NC(=O)CCC(F)(F)F)ccc2O[C@@H]1CN(C)CC1CCCCC1,-0.4,/

# These rows are one share of the data, so the mix of outcomes need not match the whole.
